# Bioassay records as filed in PubChem BioAssay.
# TAAR1 antagonist: human TAAR1 antagonism. Q96RJ0. CHO RD-HGA16 TAAR1, Fluo-8 calcium fluorescence, antagonist. inhibition, % at 3 µM. 360,000 tested, 1.5% active. AID 624466;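 active means inhibition above a per-plate cutoff, the mean inhibition of test compounds on that plate plus 3 SD, cut at about 49% in these data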;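 further: 0% = DMSO plus EC80 beta-PEA response and 100% = DMSO alone without agonist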
#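 Test system: RD-HGA16 CHO cells with stable hTAAR1 and Gα16 / Probe or stimulus: EC80 β-phenethylamine stimulus / Times: seeding 17-24 h prior, 75-min 37 °C, 30-min RT dye loading / Detection: Fluo-8 calcium-sensitive fluorescence / Read-out basis: % inhibition scaled between DMSO and EC80 PEA controls / Repeats: singlicate, one well per test compound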
# TAAR1 agonist: agonists of human TAAR1. CHO RD-HGA16 TAAR1, Fluo-8 calcium fluorescence; vehicle wells 0%, saturating PEA agonist 100%. 360,000 tested, 0.99% active. activation, % at 3 µM;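 active means activation above the mean activation of all test compounds in the run plus 3 SD, cut at about 38% in these data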
#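 Assay system: CHO-derived RD-HGA16 cells with stable Gα16 and human TAAR1; timing: 17-24 h seeding, 75 min 37 °C dye, 30 min RT; read-out: % activation from peak over basal fluorescence ratio, DMSO-to-PEA scaled; measured by: kinetic Fluo-8 calcium fluorescence; benchmarks: low control DMSO, high control PEA (EC100); doses: 3 µM single concentration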
# OXTR agonist: agonists of human oxytocin receptor; P30559; CHO-OTR cells, Fluo-8 calcium fluorescence; normalized: DMSO 0%, oxytocin 100%; activation, % at 3 µM; 320,000 tested, 0.32% active; AID 2435;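 active means activation above the mean of all tested compounds plus 3 SD, cutoff set per screening run, cut at about 20% in these data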;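 further: peak over basal fluorescence ratio from a 100 s FLIPR kinetic read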
# Target sequence (P30559 whole entry, looked up): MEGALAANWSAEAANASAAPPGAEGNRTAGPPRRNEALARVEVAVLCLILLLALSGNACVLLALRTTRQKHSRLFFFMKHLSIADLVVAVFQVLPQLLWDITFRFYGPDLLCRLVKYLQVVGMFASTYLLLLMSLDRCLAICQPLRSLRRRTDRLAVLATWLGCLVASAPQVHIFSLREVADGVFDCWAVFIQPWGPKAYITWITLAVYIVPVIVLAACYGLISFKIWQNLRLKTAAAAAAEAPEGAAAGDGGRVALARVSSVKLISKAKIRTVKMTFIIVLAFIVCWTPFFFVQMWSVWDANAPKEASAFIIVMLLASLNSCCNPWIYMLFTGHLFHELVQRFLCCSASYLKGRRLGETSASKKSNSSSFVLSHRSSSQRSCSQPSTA
# OXTR potentiator: human OXTR potentiation. P30559. CHO-OTR cells, Fluo-8 calcium fluorescence, potentiator mode; 0% = oxytocin EC15, 100% = EC100. activation, % at 3 µM. 320,000 tested, 0.061% active. AID 2445;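 active means activation above that plate's cutoff, the mean activation of tested compounds plus 3 SD, cut at about 6.6% in these data, passing the limit was not always enough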;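 further: 100% uses oxytocin at 75 nM as the full agonist control; some results filed as inactive read as strong as hits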
#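 Assay system: CHO cell line stably expressing human OTR | Also added: Oxytocin at about EC15, sub-maximal agonist stimulus | Times: Compound 6 min at room temperature before oxytocin, 100 s read | Measured by: Fluo-8 intracellular calcium fluorescence, ex 470-495, em 515-575 nm | Controls: EC15 oxytocin alone as 0%, 75 nM oxytocin as 100%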
# CHO parental Ca: signal in parental CHO cells, OX1R antagonist counter-screen | 330,000 tested, 0.63% active | AID 463079 | parental CHO-K1, ATP-induced calcium, Fluo-8 fluorescence | inhibition, % at 5.6 µM;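 active means inhibition above that plate's mean sample inhibition plus 3 SD, cut at about 26% in these data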;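 further: 0% = ATP-challenged DMSO wells and 100% = DMSO wells without ATP; some compounds past the cut are filed as inactive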
#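 Test system: untransfected parental CHO cell line; also added: ATP stimulus; dosing: 5.6 µM, single dose; signal: calcium-sensitive Fluo-8 fluorescence; measure: percent inhibition of ATP-evoked calcium rise, normalized to controls; benchmarks: low control ATP plus DMSO, high control DMSO only; replication: one well per compound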
# CHRM1 PAM: human CHRM1 positive allosteric modulation. P11229. CHO-K1 hM1, Fluo-8 calcium fluorescence, ACh EC20; 0% = ACh EC20, 100% = maximal ACh. activation, % at 3 µM. 360,000 tested, 0.088% active. AID 588819; in the data active means activation above about 19%, passing the limit was not always enough
# V1R ag counter: V1a receptor agonism, counter-screen for OXTR agonists; P37288; CHO-V1R cells, Fluo-8 calcium fluorescence, agonist mode; 0% DMSO, 100% 3 nM vasopressin; activation, % at 3 µM; 320,000 tested, 0.25% active; AID 2797;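 active means activation above the mean activation of all tested compounds plus 3 SD, per screening run, cut at about 20% in these data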;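 further: signal is peak over basal fluorescence ratio across a 100 second FLIPR read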
# Target sequence (P37288 whole entry, looked up): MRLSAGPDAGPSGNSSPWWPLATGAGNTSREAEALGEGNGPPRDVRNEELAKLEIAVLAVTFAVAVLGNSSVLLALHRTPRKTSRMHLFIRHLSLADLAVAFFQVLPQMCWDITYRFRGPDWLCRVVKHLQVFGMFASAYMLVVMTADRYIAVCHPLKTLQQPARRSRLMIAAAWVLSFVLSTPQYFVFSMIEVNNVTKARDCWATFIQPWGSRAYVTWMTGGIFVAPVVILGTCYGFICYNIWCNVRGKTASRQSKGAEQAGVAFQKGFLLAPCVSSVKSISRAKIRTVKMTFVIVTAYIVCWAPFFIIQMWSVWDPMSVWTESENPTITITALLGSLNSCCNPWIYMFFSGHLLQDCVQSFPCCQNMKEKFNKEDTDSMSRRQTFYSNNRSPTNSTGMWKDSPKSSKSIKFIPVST
# M1 antag: human CHRM1 antagonism; P11229; CHO-K1 hM1, Fluo-8 calcium fluorescence, ACh EC80 antagonist; inhibition, % at 3 µM; 360,000 tested, 1.3% active;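 active means percent inhibition above its own plate's cutoff, namely the mean of that plate's compound wells plus 3 SD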;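 further: peak over basal fluorescence ratio during 140 s after agonist addition; 0% = ACh EC80 plus DMSO and 100% = DMSO alone without agonist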
# CHRM1 agonist: agonists of human M1 muscarinic receptor | P11229 | CHO-K1 hM1, Fluo-8 calcium fluorescence, agonist mode; 0% DMSO, 100% acetylcholine EC100 | activation, % at 3 µM | 360,000 tested, 0.33% active | AID 588814;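 active means activation above the run's mean compound activation plus 3 SD, cut at about 16% in these data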;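 further: peak over basal fluorescence ratio within a 140 s kinetic read after compound addition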
# * marks the source's active call; other numbers are inactive results; · = no result given. An unsorted share of the library. Share with any hit: about 3.7%.
SMILES,TAAR1 antagonist,TAAR1 agonist,OXTR agonist,OXTR potentiator,CHO parental Ca,CHRM1 PAM,V1R ag counter,M1 antag,CHRM1 agonist
Cc1onc(-c2ccccc2)c1C(=O)NC(CC(=O)O)c1ccc(OC(C)C)cc1 (configuration not stated),-3,0,0.9,-3,-12,-1,2.3,6,-1
C/C(=N/NC(=O)CNC(=O)COc1ccccc1)c1ccc(Cl)cc1,-3,0,1.4,-8,-13,8,0.7,-12,-4
COc1ccccc1NC(=O)CC1Nc2ccccc2NC1=O (configuration not stated),8,3,-0.4,-4,-14,2,-0.4,8,-4
O=C(O)CC/C(=C\c1cccc(NC(=O)c2ccccc2Cl)c1)c1nc2ccccc2s1,50*,12,0.9,-8,-14,-6,3.5,19,-3
Cn1nccc1NC(=O)COCC(=O)O,-16,7,0.8,1,-16,-4,-1.5,11,-1
O=C(NCC1CCCN1S(=O)(=O)c1ccccc1)C(=O)NC1CC1 (configuration not stated),-1,1,0.1,0,0,16,-0.7,-17,-2
O=C(COC(=O)Cc1ccc(Cl)cc1)NCCc1ccccc1,-15,8,-1.1,-7,-4,14,0.5,-11,1
COc1ccccc1C(=O)Nc1nnc(-c2ccc3c(c2)CCCC3)o1,-11,-1,-0.4,-3,-4,2,-0.2,-5,-4
CN(c1ccccc1)c1nc(N)c([N+](=O)[O-])c(Nc2ccc(F)cc2)n1,-2,1,-1.1,-15,-22,-1,0.1,-4,-6
Cn1c(=O)c2cc(S(=O)(=O)NCCC(=O)Nc3ccccc3F)ccc2n(C)c1=O,-1,6,-0.7,2,-8,-4,-0.1,6,-5
CCOC(=O)c1c(S(=O)(=O)NCC2CCN(CCc3cccs3)CC2)c(C)n(C)c1C,-21,8,-1.5,-4,-30,-11,-1.2,33,-2
COc1ccc(C(CNCC(O)COc2c(C)ccc(C)c2C)N(C)C)cc1 (configuration not stated),-11,2,4.0,-14,-21,12,4.2,-16,-8
O=C(CCN1C(=O)c2ccccc2C1=O)Nc1ccc(F)cc1,15,9,-1.3,1,-10,8,-0.5,-6,-4
CCOc1cc(CN2CCOCC2)cc(C(C)=O)c1,-8,16,0.7,-5,-8,5,0.5,-35,-2
COCCN1Cc2cccc(C(=O)Nc3c(C)cc(C)cc3C)c2C1=O,15,1,0.4,0,-3,9,-0.5,-8,-1
O=C(CCS(=O)(=O)c1ccc(F)cc1)Nc1nnc(-c2ccco2)o1,-17,0,0.7,0,-10,-1,0.5,-6,-3
CS(=O)(=O)N1CCN(CCN2C(=O)c3cccc4cccc(c34)C2=O)CC1,-3,0,-0.7,-5,-9,0,0.9,-3,-9
Cc1ccc(Cl)cc1N1CCN(S(=O)(=O)c2cnc[nH]2)CC1,3,4,4.1,-5,-5,-8,3.5,0,3
O=C(Nc1cccnc1)c1cc(-c2ccc(Br)cc2)on1,7,2,1.1,0,3,2,0.6,0,-1
C=CCNC(=O)NC(=O)COC(=O)[C@H](C)NS(=O)(=O)c1c(C)c(C)cc(C)c1C,-18,0,-2.4,-14,-10,8,-0.3,-12,-3
COc1cccc(COc2ccc3c(C)cc(=O)oc3c2)c1,0,6,-1.0,-8,-13,-8,4.6,16,-5
CCCn1cc(CN2CCC(N3CCC(C(=O)N4CCOCC4)CC3)CC2)c(C)n1,-5,1,1.2,-4,-7,-1,0.3,-4,-6
CCS(=O)(=O)N1CCN(C(=O)CCC2CCCC2)CC1,4,4,-0.6,-11,-6,3,-0.5,7,-2
OCC[C@@H]1C[C@H](O)[C@@H](O)[C@]2(OCc3ccc4ccccc4c32)O1,-9,4,·,·,·,-2,·,7,-3
COc1ccccc1OCC(=O)Nc1ccccc1C(=O)NCc1cccnc1,-13,4,11,-9,-25,21,2.8,-19,5
COc1cc(-c2cc(C(=O)Nc3ccc(S(=O)(=O)Nc4ncccn4)cc3)c3ccccc3n2)cc(OC)c1OC,-33,0,0.6,-4,1,7,0.9,-8,-2
CN(C(=O)CSc1nnc(Cc2ccccc2F)n1N)C1CCCCC1,-2,0,-0.1,-4,-6,1,0.1,0,-4
COc1ccc(CN2CCN(C(=O)c3ccc4c(c3)CCC4)CC2)cc1OC,1,1,0.3,0,0,2,0.7,-4,-5
C/C(Cn1cnc([N+](=O)[O-])n1)=N\NC(=O)c1ccc(F)cc1,-7,3,-1.1,-3,1,8,-0.2,-6,-2
Cc1ccc(C(=O)Nc2ccc3c(c2)OCO3)cc1,12,5,-2.0,-1,-11,-4,-0.8,4,-6
CC(C)CN(C(=O)COC(=O)CCc1nc2ccccc2s1)c1c(N)n(Cc2ccccc2)c(=O)[nH]c1=O,-25,8,-0.4,-14,-22,7,-0.1,1,0
O=S(=O)(c1ccc(Br)cc1Cl)N1CCN(CCO)CC1,17,1,-0.5,-4,11,7,-0.1,-6,-5
CCOc1cccc(/C=N/NC(=S)NCCN2CCOCC2)c1O,2,7,-1.1,-8,-19,0,-0.1,5,-3
COc1ccc(NC(=O)Nc2ccccc2SC)cc1,-4,1,-2.1,-7,-11,4,-0.8,0,-13
Cc1ccnc(NC(=O)c2cccc(OC(F)F)c2)n1,9,2,0.9,2,-6,17,0.6,-15,-2
COc1ccccc1NC(=O)NNC(=O)c1ccncc1,-13,3,·,·,·,5,·,-9,-3
COc1cccc(/C=C2\SC(=S)N(CC3CCCO3)C2=O)c1 (configuration not stated),-18,1,-1.6,-19,-14,5,-0.5,-12,-2
COc1ccc2c(c1)OC[C@H]1[C@H]2N2C(=O)c3ccc(C)cc3NC(=O)[C@@]2(C)[C@H]1c1ccccc1,4,4,1.6,-1,-13,8,12,-14,-4
O=C(Oc1cccc(C(=S)N2CCOCC2)c1)c1ccccc1,7,0,-0.4,-24,-9,4,0.0,-5,-5
Cc1ccc(NC(=O)c2cc(S(=O)(=O)NCCc3ccccc3)ccc2F)cc1Cl,5,4,-0.3,-7,-17,-2,2.7,7,-5

# An excerpt from above in order of the OXTR potentiator value, descending.
structure | OXTR potentiator | CHRM1 PAM | M1 antag | CHRM1 agonist
C/C(Cn1cnc([N+](=O)[O-])n1)=N\NC(=O)c1ccc(F)cc1 | -3 | 8 | -6 | -2
O=S(=O)(c1ccc(Br)cc1Cl)N1CCN(CCO)CC1 | -4 | 7 | -6 | -5
COc1cccc(/C=C2\SC(=S)N(CC3CCCO3)C2=O)c1 (configuration not stated) | -19 | 5 | -12 | -2

# Additional structures.
SMILES,TAAR1 antagonist,TAAR1 agonist,OXTR agonist,OXTR potentiator,CHO parental Ca,CHRM1 PAM,V1R ag counter,M1 antag,CHRM1 agonist
CC(C(=O)Nc1ccc2c(c1)OCO2)n1cnc2c1c(=O)n(C)c(=O)n2C (configuration not stated),5,3,4.0,0,-16,7,2.5,-11,-3
Cc1ccc(CCNC(=O)c2nnn(-c3cc(C)cc(C)c3)c2N)cc1,28,11,-1.6,-9,-26,8,3.8,2,-3
COc1ccc(C(=O)Nn2c(SCc3cccc([N+](=O)[O-])c3)nc3ccccc3c2=O)cc1,14,-1,0.5,-16,-6,1,0.4,7,-3
CCOC(=O)c1sc(SC)c(C(C)=O)c1C,0,9,-2.1,-7,8,1,-1.6,-7,-5
CC1CCN(CCOCCOc2ccccc2Br)CC1,-1,0,-0.6,-6,3,2,0.2,-2,-9
Cc1nc(C(=O)NCCCO)cc2c1[nH]c1ccccc12,24,1,-1.4,-8,7,3,-0.8,2,-2
CC1(C)C(=O)CC[C@@]2(C)[C@H]1CC[C@@]1(C)CC3=C(CC[C@@H]12)[C@@]1(C)CCC(=O)C(C)(C)[C@@H]1CC3,·,·,0.7,-4,-18,·,8.6,·,·
Cc1cc(C)c(NC(=O)CS(=O)CC(=O)N2CCN(c3cccc(C)c3C)CC2)c(C)c1 (configuration not stated),-6,-2,14,-15,-30,7,5.6,-10,-4
Nc1[nH]ncc1-c1ccccc1,-15,1,0.4,-9,-7,7,0.4,-6,-7
C#CCOCCOCCOCCNc1nc(N2CCN(C(=O)[C@H](C(C)C)n3cc(CCO)nn3)CC2)nc(N2CCN(C(=O)[C@H](Cc3ccc(O)cc3)n3cc(CCO)nn3)CC2)n1,5,19,·,·,·,4,·,2,-3
CN1CCN(C(=O)c2cc(Br)cn2C)CC1,-11,5,0.4,-4,-4,14,0.8,-19,-7
COc1ccc(NC(=O)C2CCC(C(C)(C)C)CC2)cc1S(=O)(=O)N1CCCCC1 (configuration not stated),-10,-1,-2.2,-5,-17,3,0.3,-13,-3
O=C(Nc1ccc(Br)cc1)c1cccc(N2C(=O)C3CCCCC3C2=O)c1 (configuration not stated),36,7,3.0,-2,-6,6,6.0,-10,-2
C/C(=N/Nc1ccnc2cc(Cl)ccc12)c1ccc(O)cc1,-7,33,9.2,-14,-19,-7,1.4,2,-4
CCN1C(=O)N(CC)C2C1N(CO)C(=O)N2CO (configuration not stated),17,1,-0.2,-6,-7,5,0.0,-5,-7
Cc1ccc(NCC(=O)c2ccc([N+](=O)[O-])cc2)cc1,·,·,-1.1,-7,4,4,-0.3,-5,-5
Cn1c(=O)oc2cc(S(=O)(=O)NCc3ccc(C(=O)O)cc3)ccc21,-1,5,2.7,4,10,11,2.2,-15,1
CC1(C)Cc2nc3sc4c(=O)n(Cc5ccccc5)cnc4c3cc2CS1,10,0,-1.8,-9,-20,10,2.2,1,3
COc1ccc(CNS(=O)(=O)c2ccc(-n3cnnn3)c(OC)c2)cc1,-21,5,0.6,-8,-8,6,6.4,-15,1
Cc1ccc(CS(=O)Cc2ccc(C(=O)NCc3cccs3)o2)cc1 (configuration not stated),-11,5,0.1,-11,-13,5,0.6,-18,-2
Cc1cc(NC(=O)CS(=O)c2cn(Cc3cccc(Cl)c3)c3ccccc23)no1 (configuration not stated),25,6,·,·,·,3,·,-6,23*
O=C(/C=C/c1ccc([N+](=O)[O-])cc1)OCC(=O)N1CCCC1,-20,3,2.6,5,-17,4,2.4,1,-2
O=C(CSc1ncnc2sccc12)NC1CCS(=O)(=O)C1 (configuration not stated),-3,3,0.8,-1,-4,20,0.4,-17,4
CC(=O)NC(CCc1ccc(Cl)c(Cl)c1)c1cccc(O)c(=O)c1 (configuration not stated),-11,3,·,·,·,11,·,-21,-2
CCOC(=O)c1c(SCc2ccccc2)n[nH]c1N,-35,8,1.1,-14,-8,-3,-0.2,1,-1
O=C(c1cc(-c2ccccc2)nc2ccccc12)N1CCCC1,-16,4,2.4,2,-10,9,2.7,-18,1
CC(=O)NC(=S)Nc1cccc([N+](=O)[O-])c1,4,2,-0.3,-12,5,3,3.4,1,-5
